mABHD4 FP = ABHD4 (mouse) inhibition, primary FP screen | 370,000 compounds, 0.54% hits | purified mABHD4, FP-Rh probe fluorescence polarization | AID 720543 | inhibition, % at 8.92 µM;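 active means inhibition exceeding the mean over every tested compound plus 3 SD, cut at about 30% in these data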;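 further: 0% = plate median of compound wells and 100% = S159A mutant with DMSO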
Target sequence (Q8VD66 whole entry, looked up): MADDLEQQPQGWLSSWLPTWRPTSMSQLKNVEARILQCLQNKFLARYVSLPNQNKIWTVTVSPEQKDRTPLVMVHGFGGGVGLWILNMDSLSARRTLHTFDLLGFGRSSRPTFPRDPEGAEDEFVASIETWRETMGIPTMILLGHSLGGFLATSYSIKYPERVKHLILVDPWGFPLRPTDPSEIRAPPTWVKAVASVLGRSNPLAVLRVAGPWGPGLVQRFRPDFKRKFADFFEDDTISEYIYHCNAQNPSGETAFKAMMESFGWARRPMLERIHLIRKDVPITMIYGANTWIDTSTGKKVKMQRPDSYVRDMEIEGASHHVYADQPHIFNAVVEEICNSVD
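Material: mouse ABHD4 enzyme, wild type; Benchmarks: S159A mutant high control, sample median low control; Buffer or medium: HEPES pH 7.0, NaCl, Pluronic buffer; Signal: fluorescence polarization; Read-out: percent inhibition of probe binding, normalized to plate controls; Timing: pre-incubation 45 min, probe exposure 60 min, at 25 °C; Dosing: 8.92 µM, single dose.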
SIAE inh = blocks human sialic acid acetylesterase | 370,000 compounds, 0.69% hits | SIAE FP-Rh probe binding, fluorescence polarization | AID 1053197 | inhibition, % at 9.66 µM;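 active means inhibition above a cutoff: mean of compounds within the control limits plus 3 SD of those, cut at about 17% in these data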;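 further: 0% = plate median of compound wells and 100% = probe without SIAE protein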
TCR CD3 inh = blocks the human TCR-CD3 interaction | TAMRA-labeled TCR probe fluorescence, biochemical | inhibition, % at 9.4 µM | 360,000 compounds, 0.37% hits | AID 651800; in the data active means inhibition above about 19%;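 further: recombinant mutant TCR 2C K166C tagged with TAMRA read by polarization; 0% = receptor in buffer alone and 100% = receptor with positive control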
MBD2 inh = MBD2-methylated oligo binding inhibition; 370,000 compounds, 0.31% hits; TR-FRET, MBD2 binding to methylated oligonucleotide; AID 686964; Q9UBB5; inhibition, % at 4.4 µM; in the data active means inhibition above about 13%
PRMT1 FP inh = inhibitors of human PRMT1; Q99873; recombinant PRMT1, activity-based probe fluorescence polarization; inhibition, % at 2.79 µM; 370,000 compounds, 1.3% hits; AID 652257;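 active means inhibition above about 21% made by adding two undisclosed values, limit read from the data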
Target sequence (Q99873 whole entry, looked up): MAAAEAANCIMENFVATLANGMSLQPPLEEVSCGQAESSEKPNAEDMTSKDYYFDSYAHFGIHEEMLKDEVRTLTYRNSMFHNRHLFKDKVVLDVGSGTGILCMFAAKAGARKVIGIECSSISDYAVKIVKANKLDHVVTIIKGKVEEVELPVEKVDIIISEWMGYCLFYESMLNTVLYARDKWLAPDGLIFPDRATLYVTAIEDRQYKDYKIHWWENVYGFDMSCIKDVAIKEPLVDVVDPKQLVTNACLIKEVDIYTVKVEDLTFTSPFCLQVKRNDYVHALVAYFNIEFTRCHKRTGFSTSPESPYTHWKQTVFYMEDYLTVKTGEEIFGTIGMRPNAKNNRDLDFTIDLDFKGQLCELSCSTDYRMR
TDP2 inh = TDP2 (human) inhibition, absorbance primary screen. O95551. recombinant TDP2, T5PNP hydrolysis, p-nitrophenol absorbance 415 nm. inhibition, % at 12.8 µM. 370,000 compounds, 0.34% hits. AID 720702;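 active means inhibition above the mean of all tested compounds plus 3 SD, set per campaign, cut at about 25% in these data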;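 further: 0% = DMSO with enzyme and 100% = buffer with substrate but no TDP2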
Target sequence (O95551 whole entry, looked up): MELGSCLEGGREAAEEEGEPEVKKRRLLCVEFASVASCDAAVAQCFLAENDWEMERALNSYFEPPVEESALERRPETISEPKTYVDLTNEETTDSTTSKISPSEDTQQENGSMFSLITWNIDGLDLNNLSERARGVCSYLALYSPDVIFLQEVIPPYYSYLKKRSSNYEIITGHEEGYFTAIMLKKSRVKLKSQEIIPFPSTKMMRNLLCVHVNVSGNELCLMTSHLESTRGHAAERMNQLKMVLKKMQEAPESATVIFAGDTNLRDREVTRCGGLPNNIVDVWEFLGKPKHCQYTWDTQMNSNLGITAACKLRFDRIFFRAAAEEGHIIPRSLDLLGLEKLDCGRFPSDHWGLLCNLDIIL
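Read-out basis: percent inhibition. System: recombinant human TDP2. Buffer or medium: Mg2+-containing Tris-HCl buffer, pH 7.5. Repeats: single replicate. Timing: reaction 2 h, 37 °C. Benchmarks: high control without enzyme, low control DMSO plus TDP2. Probe or stimulus: 5 mM T5PNP. Doses: 12.8 µM only. Measured by: epi absorbance of p-nitrophenol freed from T5PNP by hydrolysis.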
GC-B act = GC-B (human) receptor activation. P20594. AID 1920062. 370,000 compounds, 0.11% hits. HEK293-GC-B cells, CNP EC30, cGMP TR-FRET; 0% at EC30 CNP, 100% saturating CNP. activation, % at 10 µM;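 active means activation at 10 µM reaching about 35% in either raw or pattern-adjusted values, limit read from the data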
rCAG RNA binder = r(CAG) repeat RNA binding. AID 651821. TO-PRO-1 dye displacement fluorescence. 370,000 compounds, 1.3% hits. inhibition, % at 3 µM;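 active means inhibition above the plate cutoff, the mean of all test compounds on that plate plus 3 SD, cut at about 35% in these data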;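 further: 0% = DMSO alone and 100% = 100 µM mitoxantrone as full dye displacement; higher means more dye released from RNA so lower well fluorescence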
HTRA1 inh = HTRA1 (human) protease inhibition; Q92743; recombinant HTRA1, FP-rhodamine activity-based probe, fluorescence polarization; inhibition, % at 5.96 µM; 340,000 compounds, 0.5% hits; AID 504803; in the data active means inhibition above about 36%;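 further: 0% = enzyme with DMSO and 100% = wells lacking enzyme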
LEDGF integ inh = blocks HIV-1 LEDGF/p75-dependent DNA integration; inhibition, % at 3.7 µM; TR-FRET IN-LEDGF/p75 DNA integration, Eu/Cy5; 370,000 compounds, 0.64% hits; AID 743269;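 active means inhibition above the screen-wide mean plus 3 SD, cut at about 13% in these data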;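 further: signal is the Cy5 over europium emission ratio at 671 and 618 nm; 0% = plate median of compound wells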
Starred values were filed as active, the others as inactive; . = no result given. Some of the compounds tested; count on the stated rates, not on these rows.

#	molecule	mABHD4 FP	SIAE inh	TCR CD3 inh	MBD2 inh	PRMT1 FP inh	TDP2 inh	GC-B act	rCAG RNA binder	HTRA1 inh	LEDGF integ inh
1	Cc1cccc(N2CCN(S(=O)(=O)c3c(C)nc4scc(C)n4c3=O)CC2C)c1 (stereo not given)	0	6	-7	-3	-1	-11	-3	0	-1	-2
2	Cc1nc(-n2ncc(C#N)c2N)c2c3c(sc2n1)CCC3	4	5	1	-1	0	8	8	1	0	2
3	COc1cc(CCCN2C(=O)C(=O)NC[C@H]2Cc2cccc3ccccc23)cc(OC)c1OC	1	6	4	-3	-1	-6	-4	-7	-7	3
4	CCCC12CN(C(=O)c3ccco3)CC(CCC)(CN(C(=O)c3ccco3)C1)C2=O	-2	4	7	0	-1	-4	1	-3	4	-1
5	Cn1cccc1-c1cc(C(=O)N/N=C/c2ccc(Cl)cc2)[nH]n1	-4	-1	-7	3	0	-1	-1	4	-6	4
6	CCC(=NNc1ccc([N+](=O)[O-])cc1[N+](=O)[O-])c1ccccc1	6	3	6	2	-2	10	-3	3	.	1
7	OCC1(CCOc2ccccc2)CCN(C2Cc3ccccc3C2)CC1	7	-8	-5	1	-1	-6	5	-5	-2	-1
8	O=C1CCCCC1CCc1ccncc1 (stereo not given)	2	0	6	1	1	7	4	1	7	1
9	CC(NC(=O)C1CCCC1)c1ccc2c(c1)OCCO2 (stereo not given)	1	-2	0	-1	-1	-3	2	4	3	-3
10	Cn1ccc(C(=O)OCC(=O)c2ccccc2)n1	8	1	-1	2	1	9	2	-1	-3	0
11	COc1ccccc1NC(=O)CSc1nc(C)c2c(c1C#N)CCCC2	3	0	3	2	-1	-11	1	2	-15	3
12	COc1cccc(CNCc2ccc(C(=O)O)cc2)c1OC	-3	5	-2	2	1	6	4	-3	4	5
13	Cc1ccc(-c2nc3ccc(C)cn3c2Cc2cccc(Cl)c2)cc1	-6	-4	-5	-2	-1	-8	7	6	.	1
14	COc1ccc(Cc2nnc(SCC(=O)Nc3nc(C)cs3)o2)cc1	-3	3	6	-8	-1	-8	0	-3	11	-4
15	Cc1nn(-c2ccccc2)nc1CNC(=O)CC(C)(C)C	-2	4	5	-3	0	5	4	-3	8	-2
16	O=C(Nc1ccc(F)c(Cl)c1)c1csc(COCCO)n1	-3	3	3	-1	-1	2	-6	2	.	2
17	S=c1nc(-c2ccccc2Cl)[nH][nH]1	3	4	4	-2	6	7	3	-1	-1	-5
18	N#C/C(=C\c1cc(Cl)cc(Cl)c1O)C(=O)NC1CCCCC1	23	11	7	-1	0	4	-4	31	15	-4
19	COc1ccc(S(=O)(=O)c2cnc3ccc(OC)cc3c2N2CCC3(CC2)OCCO3)cc1	-9	-2	5	4	-2	-2	0	7	-15	2
20	CC1CC2C3CCC4=CC(=O)C=CC4(C)[C@@]3(Cl)C(O)CC2(C)C1(O)C(=O)CO (stereo not given in full)	6	2	8	-2	-1	-4	-2	1	5	-2
21	O=C(/C=C/c1cccc([N+](=O)[O-])c1)OCC(=O)c1ccccc1	4	4	0	0	-1	-2	-4	0	-5	-1
22	Cc1ccc(OCc2nc3ccccc3n2C(C(=O)Nc2c(C)cccc2C)C2CC2)cc1 (stereo not given)	-21	-13	0	2	1	0	-13	1	.	-5
23	CC(=O)C1=NOC2C(=O)N(c3ccc(Cl)cc3)C(=O)C12 (stereo not given)	1	1	12	-3	-1	-2	-2	6	6	2
24	CC(Oc1cccc(NC(=O)c2cccs2)c1)C(=O)c1ccccc1 (stereo not given)	-15	-16	0	-3	1	-6	5	2	-31	-1
25	O=C1c2ccccc2C(=O)N1CCC(c1ccccc1)c1ccco1 (stereo not given)	-10	-7	-2	2	8	-15	-3	-1	-12	0
26	CN(C)CCn1c(SCc2ccccc2C#N)nc2c(sc3ccccc32)c1=O	-1	-4	7	4	2	4	1	0	5	0
27	COc1ccc(/C=C/C(=O)OCC(=O)NC2CCCC(C)C2C)c(OC)c1 (stereo not given)	2	-2	-1	-2	-2	-2	-4	2	-6	-4
28	CCCNC(=O)C1CCN(c2ccc(S(=O)(=O)N3CCOCC3)cc2Cl)CC1	-3	-4	-8	-2	-2	-3	0	-2	2	1
29	O=C(CSc1nc2ccccc2c(=O)n1-c1ccccc1Cl)NC1CCS(=O)(=O)C1 (stereo not given)	0	-2	1	0	0	-8	-7	4	1	-1
30	Nn1c(SCC(=O)Nc2ccc(F)cc2F)nnc1C1CCCCC1	2	-2	6	0	-1	0	7	4	2	3
31	CSc1nc(Cl)cc(Nc2ccc(O)cc2)n1	0	1	9	1	0	-2	8	4	0	1
32	COc1ccc(-c2cc(C(=O)Nc3ccc(C)cc3)no2)cc1	-6	-1	5	2	-1	-11	1	3	-4	3
33	CCC(C(=O)Nc1ccc(N2CCOCC2)c(S(=O)(=O)Nc2ccccc2OC)c1)c1ccccc1 (stereo not given)	-50	-61	-2	-2	1	-4	2	12	-59	-4
34	CC1CN(C(=S)Nc2ccc(Br)cc2Cl)CC(C)O1 (stereo not given)	3	0	7	0	0	-3	-3	-4	-2	-1
35	Cc1cc(C)cc(NC(=O)N2CCCN(c3c(Cl)cncc3Cl)CC2)c1	6	-4	-8	2	1	12	-8	-3	6	-6
36	CCCCOc1ccc(-c2nnn(CC(=O)c3c[nH]c4ccccc34)n2)cc1	-6	-26	5	5	-1	2	6	10	-11	0
37	CCOCc1nnc(NC(=O)c2ccco2)s1	8	3	-3	0	0	0	5	-1	5	3
38	Cc1cccc(OCCN2CSC(=S)N(C)C2)c1	-7	-5	-7	6	1	-1	7	6	-26	-4
39	S=C(c1ccc2c(c1)OCO2)N1CCCCCC1	4	-1	3	1	-4	2	-1	-1	3	0
40	CCn1c(SCC(=O)N/N=C/C=C/c2ccco2)nc2ccccc21	8	2	3	-5	11	-6	-1	8	5	6

One compound at a time, from the list above. Order of screens: mABHD4 FP | SIAE inh | TCR CD3 inh | MBD2 inh | PRMT1 FP inh | TDP2 inh | GC-B act | rCAG RNA binder | HTRA1 inh | LEDGF integ inh
Results for O=C(CSc1nc2ccccc2c(=O)n1-c1ccccc1Cl)NC1CCS(=O)(=O)C1 (stereo not given) : 0 | -2 | 1 | 0 | 0 | -8 | -7 | 4 | 1 | -1
Results for Cc1cccc(OCCN2CSC(=S)N(C)C2)c1 : -7 | -5 | -7 | 6 | 1 | -1 | 7 | 6 | -26 | -4

Going on with the list.
#	molecule	mABHD4 FP	SIAE inh	TCR CD3 inh	MBD2 inh	PRMT1 FP inh	TDP2 inh	GC-B act	rCAG RNA binder	HTRA1 inh	LEDGF integ inh
41	O=C(CCN1C(=O)c2ccccc2C1=O)N(CCO)Cc1ccccc1	-5	0	6	-1	-1	-1	2	-8	-2	0
42	C=C(CCC(=O)c1ccccc1)C(=O)c1ccccc1	4	0	1	3	6	1	-21	-2	-12	4
43	CC(=O)c1ccc(N2CCN(C(=O)C3CCN(S(=O)(=O)c4ccc5c(c4)CC(C)N5C(C)=O)CC3)CC2)cc1 (stereo not given)	10	1	0	8	2	7	-4	-1	-6	1
44	O=C(NC1CC1)c1[nH]c(C(F)(F)F)nc1-c1ccccc1	4	-2	7	2	1	3	2	2	.	-14
45	COc1cc(OC)c(NC(=S)Nc2cccc(C)c2)cc1Cl	7	7	-3	0	2	-1	2	5	1	5
46	CCOC(=O)C1CCN(C(=O)Cn2nc(CC)n3cccc3c2=O)CC1	-7	0	4	0	-3	0	-5	-4	3	5
47	Cc1cccc(NC(=O)C2CCCN2S(=O)(=O)c2ccc(F)cc2)c1C (stereo not given)	-4	0	2	8	2	-2	-5	0	-1	3
48	O=C(Nc1cccc(C(F)(F)F)c1)c1ccc(Cn2cc(Br)cn2)o1	-35	-30	-4	-1	2	-3	-8	4	-37	-3
49	N#CCCN(C(=O)Nc1ccccc1)c1ccccc1	0	1	-1	-1	-1	6	-2	-2	3	3
50	CCN(CC)C(=O)CSc1nnc(CCNC(=O)OC(C)(C)C)o1	2	3	0	3	-1	0	5	-5	-2	0
51	COc1ccccc1NS(=O)(=O)c1cc(C(=O)NCCCN2CCCC2=O)ccc1C	2	-1	1	-5	-5	10	2	5	3	5
52	CCCc1nc2c(s1)CCc1onc(-c3ccc(Cl)cc3)c1-2	1	-7	6	3	0	4	-5	0	-3	2
53	CC(C)NC(=O)N[C@@H]1C[C@@H]2O[C@H](CO)CC[C@@H]2O[C@@H]1CCc1ccc(-c2ccccc2F)cc1	2	6	.	8	1	-6	6	2	.	-4
54	COc1cccc(-c2cc3c(-n4cccc4)ncnc3o2)c1	-10	-18	-6	3	-1	-1	-1	9	-42	3
55	O=C(Nc1ccccc1)Nc1ccc(Br)c(Cl)c1	-61	-13	12	-4	0	-11	-4	14	-49	-4
56	C[C@H]1[C@@H](N)CC[C@@]23CCCN2C(=O)CCC[C@@H]13	0	3	.	0	4	-6	2	.	.	-1
57	Cc1[nH]n(-c2ccccc2)c(=O)c1C(=O)c1ccccc1	4	-2	-6	0	4	4	2	0	7	-1
58	O=C(COc1cccc2ccccc12)N/N=C/c1ccccc1OCc1ccc(C(=O)O)cc1	-4	-31	-2	3	3	-6	-3	3	-8	0
59	C/C=C/C=C/C(=O)N1CC2(CC(c3cccc(NC(=O)CCCCC)c3)=NO2)C[C@H]1C(N)=O (stereo not given in full)	-6	-6	4	-8	21*	-2	4	7	-4	2
60	Cn1cc(S(=O)(=O)NC[C@H]2O[C@@H](n3cnc4c(N)ncnc43)[C@H](O)[C@@H]2O)cn1	3	-3	8	-4	-1	0	0	2	2	-6
61	NC1=NC(=O)/C(=C\c2ccsc2)S1	-4	0	-2	-1	1	-1	-1	1	1	1
62	CC(C)NC(=O)CN1CCN(C(c2ccnc3ccccc23)c2nnnn2-c2ccc3c(c2)OCCO3)CC1 (stereo not given)	4	2	5	1	0	8	-2	1	.	1
63	Cc1cccc(Nc2nnc(SCC(=O)Nc3ccccc3[N+](=O)[O-])s2)c1C	0	7	-4	0	-1	4	0	5	-14	3
64	CCOc1ccccc1CN1CCNC(=O)C1CC(=O)NCCc1ccccn1 (stereo not given)	2	4	3	2	1	7	-2	-2	2	1
65	COC(=O)c1[nH]c(C)c(/C(O)=C2\C(=O)C(=O)N(CCN3CCOCC3)C2c2cccnc2)c1C (stereo not given)	3	-7	6	-1	0	-2	2	0	7	-1
66	CCC(=O)N1CCN(c2ccc(Cl)cc2NC(=O)Cc2ccc(Cl)cc2)CC1	-2	4	6	-3	-1	8	-18	-5	-22	-1
67	Cc1c(C=O)c2ccccn2c1C(=O)c1cccs1	-2	0	3	0	-1	-1	1	-1	-2	4
68	CC(C)Oc1ccc(Oc2ccc(C#C[C@H](C)N3C(=O)c4ccccc4C3=O)cc2)cn1	-5	0	.	3	-1	-1	-6	.	.	0
69	CCOc1ncnc2c1sc1nc3c(cc12)COC(C)(C)C3	-4	8	-6	0	-6	-16	0	1	-1	2
70	O=C(NC1(C(=O)NC2CCCCC2)CCCCC1)c1ccc2c(c1)OCO2	0	-4	2	1	-2	-4	2	0	5	2
